RMI FANCM FP: RMI-FANCM interaction inhibition | Fluorescence polarization, RMI core complex with F-MM2 peptide; stronger effect = lower value | FP signal (polarization) at 33 µM | actives 0.58% (n = 70,000) | AID 1159607; in the data active means FP signal below about 40; further: inactives centre near 61; strong numbers were not always called active; unit not given here
* = called active by the depositor; & = joins results of further samples. Only part of the results is shown; count on the stated rates, not on these rows.

RMI FANCM FP	compound
59	COc1cc2[nH]c3c(=O)n(CC(=O)N4CCN(c5ccccn5)CC4)cnc3c2cc1OC
73	COc1ccccc1NC(=O)c1ccc(NS(=O)(=O)c2ccc(C(C)(C)C)cc2)cc1
59	CCN(CC)S(=O)(=O)c1ccc(Br)c2nsnc12
82	O=c1c2sccc2nc(SCc2nc(-c3cccc(C(F)(F)F)c3)no2)n1-c1ccccc1
67	COc1cc(C)c(C)cc1S(=O)(=O)Nc1ccc2c(c1)C(=O)NCCO2
51	c1ccc(CSc2nnc3ccc(-c4ccccn4)nn23)nc1
74	Cc1cc(C)c(C)c(S(=O)(=O)Nc2ccc(C(=O)N3CCCCC3)cc2)c1C
71	O=C(Nc1nc2c(F)cc(F)cc2s1)c1ccc([N+](=O)[O-])o1
51	CC1C/C(=N/O)c2ccccc21 (stereo not given)
63	c1ccc2c(c1)CCCc1cc(NCCN3CCOCC3)nnc1-2
65	CCOC(=O)C(CC)Sc1ccc(NC(=O)c2ccccc2)nn1 (stereo not given)
51&50	CCN1C(=O)CCC(C(=O)O)C1c1ccc(OC)cc1 (stereo not given)
75	COc1ccc(-n2nnc(C(=O)OCc3nc(-c4ccccc4C)oc3C)c2C)cc1Cl
55	CC(=O)c1cc(OCC(F)(F)F)ccc1OCC(F)(F)F
58	CCOC(Cn1c(C(C)O)nc2ccccc21)OCC (stereo not given)
65	Cn1c(=O)n(Cc2ccccc2F)c(=O)c2c(N3CCN(C(=O)C4CC4)CC3)ccnc21
56	Cc1ccc(NC(=O)c2nnn(Cc3cccc(Br)c3)c2N)c(Cl)c1
62	O=C(NCc1ccc2c(c1)OCO2)c1ccc(=O)n(Cc2cccc(F)c2)n1
65	CCOc1ccc(-c2cn3c(CC(=O)N(C)C4CCCCC4)csc3n2)cc1
55	COc1cc(Br)cc2c1OC1(C)CC2NC(=O)N1 (stereo not given)
71	Cn1c(=NC(=O)c2ccc(C(C)(C)C)cc2)sc2cc3c(cc21)OCCO3
61	Nn1c(SCc2ccccn2)nncc1=O
56	CCc1nc2sc(C(c3ccc([N+](=O)[O-])cc3)N3CCC4(CC3)OCCO4)c(O)n2n1 (stereo not given)
67	C=CCN1C(=O)C(C)(C)COc2cc(NC(=O)c3c(F)cccc3F)ccc21
61	N#C/C(=C\c1ccccn1)c1ccc(NC(=O)c2ccc(Cl)cc2)cc1
63	CC(Sc1nnc(-c2cccc(Br)c2)n1-c1ccccc1)C(=O)c1ccccc1 (stereo not given)
53	O=C(O)c1cccc2cccc(C(=O)O)c12
82	CCOc1ccc(/C=C2\SC(=S)N(CC(=O)Nc3ccccc3[N+](=O)[O-])C2=O)cc1
67	Cc1cc(S(=O)(=O)N2CCN(c3ccc4nnc(C)n4n3)CC2)ccc1F
67	CCn1nc(C)cc1C(=O)N1CCN(c2nc3c(SC)cccc3s2)CC1
61	O=C(Nc1ccc([N+](=O)[O-])cc1)C1CCN(c2ccc(-c3ccc(F)cc3)nn2)CC1
53	Cc1ccc(NCC(O)CN2c3ccccc3Sc3ccccc32)c(C)c1 (stereo not given)
66	Cc1ccc2[nH]c3c(=O)n(CC(=O)NCc4ccncc4)cnc3c2c1
64	CN1CCc2cc(C(CNC(=O)NCc3ccccc3)N3CCCC3)ccc21 (stereo not given)
90	O=C(CSc1nc2scc(-c3ccccc3Cl)c2c(=O)n1-c1ccccc1)N1CCOCC1
56	CC(C)n1cc(/C(N)=N\OC(=O)c2ccccc2Cl)c(=O)n(Cc2ccccc2)c1=O
68	COc1ccc(-c2nc(CSc3nc(-c4cccc(OC)c4)cc(=O)[nH]3)c(C)o2)cc1
51	COc1ccc(Nc2nc(N3CCCC3)nc(N3CCCC3)n2)cc1Cl
136	COc1ccc(-c2nnc(NC(=O)COc3ccc4ccccc4c3)s2)c(OC)c1
67	COc1ccc(S(=O)(=O)Nc2ccc3c(c2)N(C)C(=O)C(C)(C)CO3)cc1OC

Grouped by structure, those above containing a thiophene ring, fused or not.
RMI FANCM FP	compound
82	O=c1c2sccc2nc(SCc2nc(-c3cccc(C(F)(F)F)c3)no2)n1-c1ccccc1
90	O=C(CSc1nc2scc(-c3ccccc3Cl)c2c(=O)n1-c1ccccc1)N1CCOCC1

Some values from the entries so far.
RMI FANCM FP, `COc1ccc(-c2nc(CSc3nc(-c4cccc(OC)c4)cc(=O)[nH]3)c(C)o2)cc1` → 68
RMI FANCM FP, `CCOC(Cn1c(C(C)O)nc2ccccc21)OCC` (stereo not given) → 58
RMI FANCM FP, `COc1cc2[nH]c3c(=O)n(CC(=O)N4CCN(c5ccccn5)CC4)cnc3c2cc1OC` → 59
RMI FANCM FP, `CCN1C(=O)CCC(C(=O)O)C1c1ccc(OC)cc1` (stereo not given) → 51&50

(further entries)
RMI FANCM FP	compound
53	C=C(C)C1Cc2c(ccc(C(=O)O)c2O)O1 (stereo not given)
65	CC(=O)c1sc2[nH]c(=S)[nH]c(=O)c2c1C
65	CC(C)c1nn(C(C)C)c(=O)c2c1cnn2C(C)(C)C
21*	CC(CCC(=O)N/N=C/c1c[nH]c2ccccc12)C1CCC2C3C(O)CC4CC(O)CCC4(C)C3CCC12C (stereo not given)
49	O=c1nc(-c2ccccc2)c2ccccc2[nH]1
66	COc1ccccc1Oc1cccc(C)c1
59	Cc1noc(C)c1CSc1nnc2c(C)cc3ccccc3n12
69	O=C(CSc1ncc(-c2ccc(F)cc2)o1)NCc1ccc2c(c1)OCO2
60	CCn1cc(C(=O)O)c(=O)c2cc(F)c(N3CCN(C)CC3)cc21
61	CCOC(=O)N1CCN(C(=O)Cn2c(-c3cccnc3)nc3ccccc32)CC1
57	CCOC(=O)C1CCN(Cc2cc(=O)oc3cc(C)cc(C)c23)CC1
56	C=CCN1C(=O)C(C)(C)COc2cc(NS(=O)(=O)c3ccc(C)c(Cl)c3)ccc21
66	CC(C)C(=O)NCCn1ncc2c(=O)n(Cc3ccccc3F)cnc21
55	COC(=O)c1cnc(NN2C(=O)C=C(C)C2=O)nc1C(F)(F)F
61	CCOc1ccccc1-c1cc(C(=O)N/N=C\c2c(Cl)cccc2Cl)[nH]n1
60	O=Cc1c(OCc2cn3cccnc3n2)ccc2ccccc12
61	CC(C)c1nnc(C2CCN(C(=O)c3ccccc3Cl)CC2)o1
60	CCCNC(=O)Cn1c(=O)c2c(N3CCN(C(=O)c4ccco4)CC3)c(C)cnc2n(C)c1=O
61	CCOC(=O)CN1C(c2cc(OC)c(OC)c(OC)c2)=Nc2ccc(Br)cc2C1c1ccccc1 (stereo not given)
54	NNC(=O)Cn1nnc(-c2ccccc2Oc2ccc(Cl)cc2Cl)n1
55	S=C(Nc1cccnc1)NC1CCN(Cc2ccccc2)CC1
60	CCCc1cc(N2CCN(c3ccccc3)CC2)n2nc(C)c(-c3ccccc3)c2n1
66	O=C(Cc1n[nH]c(=S)[nH]c1=O)c1cccs1
89	CCOC(=O)c1ccc2nc(NC(=O)/C=C\c3cc(OC)c(OC)c(OC)c3)sc2c1
60	O=S(=O)(c1ccccc1)c1csc(S(=O)(=O)N(Cc2ccccn2)Cc2ccccn2)c1
49	CN(C)CC#Cc1cncc(C#N)c1
56	O=C(CC1NCCNC1=O)Nc1ccccc1 (stereo not given)
79	NC(=O)c1ccc(NC(=O)C(=O)NCC(c2cccc3ccccc23)N2CCCC2)cc1 (stereo not given)
63	Cc1cc(C)c(CSC2=NCCS2)c(C)c1
70	Cn1ccc(C(=O)Nc2ccccc2S(C)(=O)=O)n1
54	N#CC(C(=O)C1CC1)=C1SCCCS1
58	O=C(O)c1nccnc1C(=O)N1CCN(c2nc3ccc(Cl)cc3s2)CC1
51	CN(C)C=Nc1ccc(Oc2cncc(Cl)c2)nc1
34	O=c1[nH]c(=S)[nH]c(O)c1C=CN=Nc1ccccc1
70	COc1ccc(S(=O)(=O)N2CCN(c3ccc(-c4ccco4)nn3)CC2)cc1OC
63	O=S(=O)(c1cc(Cl)c(Cl)cc1Cl)N1CC=CCC1
67	COc1ccc(-c2ccc(=O)n(CCCNC(=O)c3sc(C)nc3C)n2)cc1
60	O=C(c1cccs1)N1CCN(S(=O)(=O)c2cc3c4c(c2)CCN4C(=O)CC3)CC1
54	CCOC(=O)N1CCC(NC(=O)c2cc(C)on2)CC1
60	Cc1ccc2sc(NNC(=O)COc3ccccc3)nc2c1C
61	COc1ccccc1-c1coc2cc(OC(=O)CCC3CCCC3)ccc2c1=O
73	CCOc1ccc(-c2ccc(=O)n(CCCC(=O)Nc3ccccc3C(N)=O)n2)cc1
71	COc1ccc(-c2ccc(C)c(NC(=O)Cc3ccc(OC)c(OC)c3)c2)nn1
65	COc1ccc(N2CCN(CCNC(=O)c3ccc4c(c3)OCO4)CC2)cc1
52	COc1cccc(CNc2ccc(NS(=O)(=O)c3ccc(Cl)cc3)nn2)c1
63	CC1CCCC(C)N1CC(O)COc1ccccc1Cl (stereo not given)
60	COC(=O)c1scc(-c2ccc(C)cc2)c1S(=O)(=O)Nc1ccc(F)cc1F
53	CC(=O)Nc1ccc(S(=O)(=O)N2CCN(CCN3CCOCC3)CC2)cc1Cl
72	COCCNc1nc(SC)nc2c1cnn2CCN
48	O=C(NC1CCCCCC1)c1ccc(=O)[nH]n1
105	COC(C(=O)N1N=C(c2cccs2)CC1c1ccccc1O)c1ccccc1 (stereo not given)
52	O=C(NC(=O)c1ccccc1F)OCc1ccc(Cl)cc1Cl
54	CC(c1ccccc1)n1c(CCc2ccc(O)cc2)n[nH]c1=S (stereo not given)
57	c1ccc(-c2nnc(SCCSc3nnc(-c4ccccc4)n3-c3ccccc3)n2-c2ccccc2)cc1
61	CCC(=O)NCc1ccc2[nH]c(C)cc2c1
60	CC[C@H](C)C(=O)O[C@H]1C[C@H](O)C=C2C=C[C@H](C)[C@H](CC[C@@H](O)C[C@@H](O)CC(=O)O)[C@H]21
58&53	CSc1sc(C(=O)Sc2ccc(Cl)cc2)cc1S(=O)(=O)C(C)C
63	COc1cccc(-n2ccnc2SCC(=O)Nc2ccccc2C(F)(F)F)c1
54	O=C1Nc2ccccc2-c2ccccc2N1
54	O=C(Cn1ccn(-c2ccc(F)cc2)c(=O)c1=O)Nc1cccc(Cl)c1

Five entries picked at random from the list so far:
RMI FANCM FP	compound
52	O=C(NC(=O)c1ccccc1F)OCc1ccc(Cl)cc1Cl
75	COc1ccc(-n2nnc(C(=O)OCc3nc(-c4ccccc4C)oc3C)c2C)cc1Cl
63	COc1cccc(-n2ccnc2SCC(=O)Nc2ccccc2C(F)(F)F)c1
54	N#CC(C(=O)C1CC1)=C1SCCCS1
56	CC(C)n1cc(/C(N)=N\OC(=O)c2ccccc2Cl)c(=O)n(Cc2ccccc2)c1=O

(list continues)
RMI FANCM FP	compound
61	CC1CCC(C(C)C)C(OP(=O)(c2ccc(N(C)C)cc2)C(Nc2ccccc2)c2ccccc2)C1 (stereo not given)
56	CCS(=O)(=O)N1CCCC(C(=O)NCC2CCCO2)C1 (stereo not given)
68	CC1CCN(C(=O)Cn2nc(C3CC3)c3cnn(-c4cccc(Cl)c4)c3c2=O)CC1
72	CC(C)CC(NS(=O)(=O)c1ccc(C(C)(C)C)cc1)C(=O)O (stereo not given)
64	CC1CCN(Cc2cc(Cl)c(O)c(Cl)c2)CC1
67	Cc1ccc(-c2ccc(N3CCN(C(=O)CC(C)C)CC3)nn2)cc1C
77	COc1ccc(S(=O)(=O)NCC2CCN(Cc3ccccc3)CC2)cc1OC
73	Cc1ccccc1OCC(=O)NCC1CCN(Cc2cccs2)CC1
72	O=C(NCC1CCN(Cc2cccs2)CC1)c1ccco1
62	O=C(Cn1cc(S(=O)(=O)c2ccccc2)c2ccccc21)Nc1ccc2c(c1)OCCO2
74	CCOc1ccc(CC(=O)NCCn2ncc3c(=O)n(Cc4ccc(C)cc4)cnc32)cc1
58	O=c1cc[nH]c(=S)[nH]1
62	Cc1ccc(S(=O)(=O)NC(=O)Nc2ccc(C34CC5CC(CC(C5)C3)C4)cc2)cc1
74	N#Cc1ccc(C(=O)NCCN2CCOC(c3ccccc3)C2)cc1 (stereo not given)
56&50&53&60	COCCOC(=O)C1=C(C)NC(C)=C(C(=O)OC(C)C)C1c1cccc([N+](=O)[O-])c1 (stereo not given)
81	Cc1ccc(CNC(=O)CSc2nc3c(sc4ncccc43)c(=O)n2Cc2ccccc2)cc1
62	O=S(=O)(NCCOc1ccc(F)cc1)c1ccc(Cl)s1
66	CC(C)(C)C(=O)N1CCN(CCO)CC1
83	Cc1nc(SCC(=O)Nc2ccc(F)c(Cl)c2)c2c3c(sc2n1)CCCC3
54	Cc1c(S(=O)(=O)CCNC(=O)NCc2cccs2)c2ccccc2n1C
68	COCCn1c(SCc2nc(-c3cccc(C(F)(F)F)c3)no2)nc2ccsc2c1=O
65	C/C(=N/NC(N)=S)c1ccccn1
56	Clc1ccc(OCCn2cnc3ccccc32)cc1
62	Cc1nc2ccc(NC(=O)C3CCCO3)cc2c(=O)n1-c1ccc(F)cc1 (stereo not given)
54	COC(=O)c1c(C)nn(C)c1-c1ccno1
124	Cc1cccc(NC(c2ccc(C(F)(F)F)cc2)c2ccc3cccnc3c2O)n1 (stereo not given)
60	Cc1ccn2c(NC(=O)Cc3cccc4ccccc34)c(-c3ccccc3)nc2c1
65	C=CCn1c(SCC(=O)Nc2cccc([N+](=O)[O-])c2)nc2scc(-c3ccc(C)o3)c2c1=O

5 entries from above, ordered by count of non-hydrogen atoms, largest number first:
RMI FANCM FP	compound
65	C=CCn1c(SCC(=O)Nc2cccc([N+](=O)[O-])c2)nc2scc(-c3ccc(C)o3)c2c1=O
124	Cc1cccc(NC(c2ccc(C(F)(F)F)cc2)c2ccc3cccnc3c2O)n1 (stereo not given)
62	Cc1nc2ccc(NC(=O)C3CCCO3)cc2c(=O)n1-c1ccc(F)cc1 (stereo not given)
56	Clc1ccc(OCCn2cnc3ccccc32)cc1
54	COC(=O)c1c(C)nn(C)c1-c1ccno1
